All columns: NCI-60 one-dose screen, growth in % after 48 h at 10 µM unless noted; 100 = growth as untreated, 0 = no growth, -100 = all killed.
T-47D = T-47D breast cancer | 79,000 tested, 5% active | AID 1794792
MDA-MB-468 = MDA-MB-468 breast cancer; AID 2202374; 78,000 tested, 8.5% active
LOX IMVI = LOX IMVI melanoma; 79,000 tested, 7.4% active; AID 1794757
HS 578T = HS 578T breast cancer. 78,000 tested, 4.1% active. AID 1794788
K-562 = K-562 leukemia | 78,000 tested, 7.4% active | AID 1794777
BT-549 = BT-549 breast cancer; 78,000 tested, 4.4% active; AID 1794793
MCF7 = MCF7 breast cancer. AID 1794796. 82,000 tested, 6.3% active
MDA-MB-231 = MDA-MB-231 breast cancer; AID 1794789; 81,000 tested, 5% active
The depositor's hits bear a star; / = no result given; & = joins results of further samples. How the source made its calls: active means growth percent below 10; inactive means the rest.

SMILES	T-47D	MDA-MB-468	LOX IMVI	HS 578T	K-562	BT-549	MCF7	MDA-MB-231
CCCCNC(=O)c1ccc(C(C)C)cc1	91	101	110	107	92	98	101	111
COc1cc(CNC(=O)/C=C/c2ccc3c(c2)OCO3)ccc1OCc1cn(-c2ccc(Cl)cc2)nn1	54	44	/	/	81	92	79	/
O=S(=O)(OCc1ccc2c(c1)OCO2)c1ccccc1	96	106	99	99	99	98	91	113
COc1cc(CNC(=O)C[C@H](C)CCC=C(C)C)ccc1OCc1cn(-c2ccccc2[N+](=O)[O-])nn1	15	32	62	74	52	24	50	72
OCC1CCN(c2cc(-c3cccnc3)ccc2NC(=S)Nc2ccc(C(F)(F)F)cc2)CC1	21	47	84	39	24	28	45	45
Cc1ccc(S(=O)(=O)N(CCOc2ccc(/C(N)=N/Cl)cc2)CCOc2ccc(/C(N)=N\Cl)cc2)cc1	86	/	88	58	38	87	37	115
COc1ccc(/C=C/c2ccc3ccccc3n2)c(OC)c1	73	18	60	85	20	68	57	59
Cc1ccc(-c2nc(SCC(=O)c3ccc(Br)cc3)nc(Nc3ccc(S(N)(=O)=O)cc3)c2C#N)cc1	101	133	88	86	92	113	84	105
CCOC(=O)C(C)(C)[N+](=O)[O-]	111	105	97	92	/	94	84	106
O=C(O)c1ccc(-n2cc(CNc3ccc(Br)cc3)c(-c3ccc(F)cc3)n2)cc1	94	108	86	107	79	100	66	91
COc1ccc(/C=C2\SC(=O)NC2=O)cc1	72	83	72	100	99	91	92	81
CCNc1nnc(-c2cc3c([nH]c4ccccc43)c(-c3cccc(O)c3)n2)o1	42	71	65	87	54	86	46	47
CCN(CC)CCOCC1CC2C(C=C1C)C2(C)C (stereo not drawn)	98	94	96	106	86	112	99	111
CCCCCCCCCCCCCCCCCC1=NCCN1C(=O)OCCO	57	-67*	28	12	1.4*	113	-46*	-26*
O=C(O)CNC(=O)C1(NC(=O)OCc2ccccc2)CCCC1	110	100	96	117	93	97	102	103

The last 3 entries of the section above lead into the next.
SMILES	T-47D	MDA-MB-468	LOX IMVI	HS 578T	K-562	BT-549	MCF7	MDA-MB-231
CCN(CC)CCOCC1CC2C(C=C1C)C2(C)C (stereo not drawn)	98	94	96	106	86	112	99	111
CCCCCCCCCCCCCCCCCC1=NCCN1C(=O)OCCO	57	-67*	28	12	1.4*	113	-46*	-26*
O=C(O)CNC(=O)C1(NC(=O)OCc2ccccc2)CCCC1	110	100	96	117	93	97	102	103
Cc1oc2ncnc(Nc3ccc(OCc4cccc(F)c4)c(Cl)c3)c2c1C(=O)NCCO	35	57	61	46	33	62	63	26
O=C(/C=C/Nc1cc(-c2ccccc2)nn1-c1ccccc1)c1ccc(F)cc1	76	87	101	113	69	103	85	99
CCC1=NC(CC)(CC)SC1C (stereo not drawn)	103	122	101	102	97	94	100	104
N#CC(C#N)=C(N)c1n[nH]n2c1nc(=O)c1c3c(sc12)CCCC3	102	113	99	102	96	103	95	99
O=C(O)c1ccc2c(c1)C(=O)c1ccccc1C2=O	100	-3.0*	96	96	89	107	98	94
COc1ccc(C2C3=C(COC3=O)N(CCO)c3cc4c(cc32)OCO4)cc1 (stereo not drawn)	99	103	95	108	115	106	/	123
O=C1NC(=O)C(c2ccc(Cl)cc2Cl)N1 (stereo not drawn)	111	106	104	102	102	122	101	101
C1CCC2C(C1)N1CN(C34CC5CC(CC(C5)C3)C4)CN3C4CCCC[C@@H]4N4CN(C56CC7CC(CC(C7)C5)C6)CN2C4C13 (stereo partly drawn)	103	111	93	97	99	108	91	121
Cc1ccc2[nH]c(O)c(N=Nc3nc(-c4ccccc4)c(C#N)c(=O)[nH]3)c2c1	104	111	103	104	101	105	105	103
C[C@H]1[C@@H]2[C@H]3CC[C@@H]4[C@@]5(C)Cc6c([nH]c7ccccc67)C(C)(C)[C@@H]5CC[C@@]4(C)[C@]3(C)CC[C@]23CO[C@]1(C)[C@@H](C(=O)/C=C/c1ccccn1)C3	65	99	/	88	73	87	69	85
COc1ccc(-c2cc(Cl)cc3c(=O)nc(N4CCOCC4)oc23)cc1	89	92	73	101	101	92	95	91
C/C(=N\NC(=S)Nc1cccc(Cl)c1)c1nnn(-c2ccc([N+](=O)[O-])cc2)c1C	72	69	47	71	39	95	36	41
O=C1NC2(CC2)C(=O)N2CCCC[C@@H]12	94	104	97	114	99	95	96	92
Cc1cc(=O)oc2cc(OCCOc3cccc(/C=C/C(=O)NO)c3)ccc12	76	109	72	100	43	78	69	96
O=C(Nc1ccccc1)C(=S)N1CCOCC1	91	109	96	103	94	105	99	119

By substructure: those above containing fluorine
SMILES	T-47D	MDA-MB-468	LOX IMVI	HS 578T	K-562	BT-549	MCF7	MDA-MB-231
OCC1CCN(c2cc(-c3cccnc3)ccc2NC(=S)Nc2ccc(C(F)(F)F)cc2)CC1	21	47	84	39	24	28	45	45
O=C(O)c1ccc(-n2cc(CNc3ccc(Br)cc3)c(-c3ccc(F)cc3)n2)cc1	94	108	86	107	79	100	66	91
Cc1oc2ncnc(Nc3ccc(OCc4cccc(F)c4)c(Cl)c3)c2c1C(=O)NCCO	35	57	61	46	33	62	63	26
O=C(/C=C/Nc1cc(-c2ccccc2)nn1-c1ccccc1)c1ccc(F)cc1	76	87	101	113	69	103	85	99

(continued)
SMILES	T-47D	MDA-MB-468	LOX IMVI	HS 578T	K-562	BT-549	MCF7	MDA-MB-231
CCOC(=O)c1sc2nc(-c3ccc([N+](=O)[O-])cc3)nc(N3CCOCC3)c2c1C	98	111	95	/	105	101	96	95
CCN(CC)CCNC(=O)c1cn2ncnc(Oc3ccc(NC(=O)NC4CC4)c(F)c3)c2c1C	93	83	99	92	/	93	93	91
CC(=O)CC(c1ccccc1)c1c(O)c2ccccc2oc1=O (stereo not drawn)	95	104&112	98&95	119&89	116&107	109&98	108&110	97&103
c1ccc(-c2nnc(Nc3nnc(-c4ccccc4)s3)s2)cc1	94	107	/	100	111	106	68	102
O=C(/C=C/Nc1cc(-c2ccccc2)nn1-c1ccccc1)c1cccs1	66	72	88	104	63	98	76	91
CCCN1CCN(C(=S)SC(SC(=S)N2CCN(CCC)CC2)C(=O)c2nnn(-c3ccc(Cl)cc3)c2C)CC1	60	106	93	97	82	108	60	100
CCCCSc1ncnc2c1ncn2C1CCCCO1 (stereo not drawn)	104	122	101	110	97	107	92	110
Cn1cc(-c2csc(-c3cn(CCCN4CCOCC4)c4ccccc34)n2)c2cccnc21	62	65	79	88	26	89	86	77
CC1=NN(c2nc3ccccc3n3c(C)nnc23)C(=O)C1	109	100	102	97	107	111	97	91
O=c1c2c(c(=O)n1O)c1c3ccc[nH]c3nc1c1nc3[nH]cccc3c12	61	64	73	83	/	81	73	77
Cc1ccc2nc3[nH]c(=O)sc3cc2c1	101	112	98	87	81	119	88	96
CCN1CC(=O)N2[C@H](c3ccc(Cl)cc3)c3[nH]c4ccccc4c3C[C@@H]2C1=O	93	108	90	92	95	107	87	91
CCCCCCCCCCCCCCCCNC(=S)N/N=C/c1ccc(C(C)C)cc1	100	113	95	97	99	113	93	99
Cc1ccc2nc(-c3ccc(-c4nnc(SCC(=O)Nc5ccc(Cl)cc5)o4)cc3)[nH]c2c1	65	47	-46*	40	18	66	-16*	11
CN(C)C(=O)C(CCN1CCC(O)(c2ccc(Cl)cc2)CC1)(c1ccccc1)c1ccccc1	77	70	84	86	/	83	77	92

Part of the list above with just K-562 and MCF7:
SMILES | K-562 | MCF7
c1ccc(-c2nnc(Nc3nnc(-c4ccccc4)s3)s2)cc1 | 111 | 68
Cc1ccc2nc(-c3ccc(-c4nnc(SCC(=O)Nc5ccc(Cl)cc5)o4)cc3)[nH]c2c1 | 18 | -16*
CCCCCCCCCCCCCCCCNC(=S)N/N=C/c1ccc(C(C)C)cc1 | 99 | 93

Other compounds.
SMILES	T-47D	MDA-MB-468	LOX IMVI	HS 578T	K-562	BT-549	MCF7	MDA-MB-231
Cc1nn(-c2ccccc2)c2nc3nc(Cc4ccccc4)[nH]c(=O)c3c(-c3ccc(Cl)cc3)c12	78	98	91	111	90	104	93	116
CC/C=C\C[C@@H](O)C/C=C1/C(=O)C=C[C@H]1C/C=C\CCCC(=O)OC	16	16	-69*	21	2.6*	-6.1*	9.3*	/
CCOC(=O)C(=Cc1ccc(Br)cc1)C(=O)OCC	-17*	-73*	-86*	-16*	0.6*	-43*	0.4*	4.7*
COc1cc(/C=N/Nc2nc3c([nH]2)c(=O)n(C)c(=O)n3C)ccc1O	102&93	122&103	116&98	103&118	106&91	112&103	95&97	107&96
CC[N+](C)(CC)CCCC(C)Nc1ccnc2cc(Cl)ccc12 (stereo not drawn)	101	119	100	104	/	117	96	114
OCCN(CCO)Cc1cc(O)c(CN(CCO)CCO)cc1O	118	108	96	93	113	102	118	104
Cn1nc(C(=O)O)c(=O)[nH]c1=O	112	104	100	112	123	97	114	101
O=C(O)[C@@H]1c2ccccc2C(=O)N(c2ccccc2)[C@H]1c1ccc(I)cc1	68	94	93	79	/	85	96	89
CCOC(=O)CC(C(=O)OCC)C(=O)OCC	107	116	102	/	106	103	94	125
CCn1c(SCC(=O)N/N=C/c2cn(-c3ccccc3)nc2-c2ccc(Cl)cc2)nc2c1c(=O)n(C)c(=O)n2C	76	87	98	90	92	93	95	91
CC(C)NCC(O)COc1ccc(COCCOC(C)C)cc1 (stereo not drawn)	105	106	100	90	107	109	101	109
COc1cc2oc(-c3cccc(NC(=O)[C@@H](N)CC(C)C)c3)cc(=O)c2c(OC)c1OC	95	86	109	115	104	127	94	95
O=C1CS/C(=N\Nc2cc(=O)[nH]c3ccccc23)N1c1ccccc1	90	97	88	97	87	95	92	78
O=C(Cn1cc(CN2CCN(c3ccnc4cc(Cl)ccc34)CC2)nn1)Nc1ccc(Br)cc1	50	88	74	72	56	92	68	71
N#Cc1ccc(NC(=O)N(CCCl)N=O)cc1	90	115	89	107	90	100	88	106
CC1(C)C2CC=C(/C=N/NC(=O)C3CCC(=O)N3)C1C2 (stereo not drawn)	107	114	97	104	99	105	99	122
COc1ccc(/C(C)=C(\c2ccc(Cl)cc2)c2ccc(OCCCN(C)C)cc2)cc1	58	83	22	72	1.9*	82	37	79
COc1ccc(C2c3sc(=O)[nH]c3SCC2CO)cc1 (stereo not drawn)	77	97	91	44	87	102	88	112
COC(=O)c1nnn(CC(N)=O)c1CCNC(=O)c1ccccc1C(=O)O	98	129	100	101	/	99	96	108
COc1ccc(OC)c2c1nc(N)c1c3ccccc3cn21	68	/	80	/	/	95	42	79
COc1ccc([C@H]2[C@@H](F)C(=O)N2c2cc(OC)c(OC)c(OC)c2)cc1F	75	23	24	26	9.4*	15	13	20
COc1ccc(-c2cn[nH]c2-c2cc(OC)c3c(c2)OCCO3)cc1	49	5.6*	30	3.0*	9.6*	53	20	17
CCCCCCN1C(=O)C2=C(c3ccc(Cl)cc3)Nc3c(c(C)nn3-c3ccccc3)C2c2ccccc21 (stereo not drawn)	84	84	95	118	85	102	78	103
O=C(O)c1ccnc(Cl)c1	99	116	98	123	108	71	101	111
C=C(C)CSc1ncnc2nc[nH]c12	139	/	105	104	119	99	114	133
CCc1c(-c2ccc(Cl)cc2)nc(N)nc1-c1nc(N)nc(-c2ccc(Cl)cc2)c1CC	/	102	99	94	94	89	98	/
COC(=O)c1ccc2c(c1)OCO2	91	107	100	108	100	86	100	100

Complete entries, quoted from the list. Order of values: T-47D | MDA-MB-468 | LOX IMVI | HS 578T | K-562 | BT-549 | MCF7 | MDA-MB-231
Entry for `CCc1c(-c2ccc(Cl)cc2)nc(N)nc1-c1nc(N)nc(-c2ccc(Cl)cc2)c1CC` → / | 102 | 99 | 94 | 94 | 89 | 98 | /
Entry for `COc1ccc(OC)c2c1nc(N)c1c3ccccc3cn21` → 68 | / | 80 | / | / | 95 | 42 | 79
